High-throughput results (PubChem)
PAFAH1B3 inh = PAFAH1B3 enzyme inhibitors, primary screen, biochemical, fluorescence polarization, human; AID 492972, 2010; inhibition, % at 3.39 µM; recombinant PAFAH1B3, FP-rhodamine probe; 340,000 compounds, 0.28% hits; Platelet-activating factor acetylhydrolase IB subunit alpha1 (Homo sapiens), Q15102;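 active = inhibition above the screen-wide average of all tested compounds plus 3 SD, cut at about 25% in these data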;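 note: 0% = enzyme with DMSO only and 100% = wells lacking PAFAH1B3 protein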
pPAFAH inh = pPAFAH enzyme inhibitors, primary screen, biochemical, fluorescence polarization, human. Platelet-activating factor acetylhydrolase (Homo sapiens), Q13093. recombinant pPAFAH, FP-rhodamine probe fluorescence polarization. inhibition, % at 3.39 µM. 330,000 compounds, 1.5% hits. AID 463082, 2010;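 active = inhibition above the mean inhibition across the screen plus 3 SD, cut at about 25% in these data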;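 note: inhibitors block binding of the rhodamine activity-based probe so polarization drops; 0% = enzyme with DMSO and 100% = wells lacking pPAFAH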
PAFAH1B2 inh = PAFAH1B2 enzyme inhibitors, primary screen, biochemical, fluorescence polarization, human. 340,000 compounds, 1.2% hits. recombinant PAFAH1B2, FP-rhodamine activity probe. AID 492953, 2010. Platelet-activating factor acetylhydrolase IB subunit alpha2 (Homo sapiens), P68402. inhibition, % at 3.39 µM;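 active = inhibition above the mean of all tested compounds plus 3 SD, cut at about 24% in these data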;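 note: 0% = enzyme with DMSO and 100% = wells lacking PAFAH1B2; many of its hits are not listed in these tables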
LYPLA1 counter = LYPLA1 inhibitors, primary screen, counter-screen for PME1 inhibitor project, biochemical, fluorescence polarization, FP-Rh probe ABPP | 320,000 compounds, 0.16% hits | inhibition, % at 5.9 µM | Acyl-protein thioesterase 1 (Homo sapiens), O75608 | AID 2174, 2009 | recombinant LYPLA1;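 active = inhibition above the mean of all tested compounds plus 3 SD, set per campaign, cut at about 14% in these data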;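 note: inhibitors block serine hydrolase probe labeling of LYPLA1 so polarization falls; 0% = enzyme with DMSO and 100% = wells lacking LYPLA1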
Target sequence (O75608 whole entry, looked up): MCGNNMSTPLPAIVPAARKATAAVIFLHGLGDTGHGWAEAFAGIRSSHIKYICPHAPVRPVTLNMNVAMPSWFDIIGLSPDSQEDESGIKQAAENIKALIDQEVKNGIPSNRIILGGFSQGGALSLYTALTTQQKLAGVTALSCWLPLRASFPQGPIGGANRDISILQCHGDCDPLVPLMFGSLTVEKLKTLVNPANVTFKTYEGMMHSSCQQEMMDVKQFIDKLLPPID
LYPLA2 counter = LYPLA2 inhibitors, primary screen, counter-screen for PME1 inhibitor project, biochemical, fluorescence polarization, FP-Rh probe ABPP; Acyl-protein thioesterase 2 (Homo sapiens), O95372; recombinant LYPLA2; inhibition, % at 5.9 µM; 320,000 compounds, 0.38% hits;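 active = inhibition above the screen-wide mean plus 3 SD, limit set per campaign, cut at about 26% in these data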;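 note: 0% = LYPLA2 with DMSO and 100% = wells lacking LYPLA2 enzyme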
PAFAH2 inh = PAFAH2 enzyme inhibitors, primary screen, biochemical, fluorescence polarization, human. 340,000 compounds, 0.99% hits. AID 492956, 2010. Platelet-activating factor acetylhydrolase 2, cytoplasmic (Homo sapiens), Q99487. recombinant PAFAH2, FP-rhodamine activity probe. inhibition, % at 3.39 µM;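 active = inhibition above the mean over all tested compounds plus 3 SD, cut at about 30% in these data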;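 note: inhibitors block probe labeling of enzyme so polarization drops; 0% = enzyme with DMSO and 100% = wells lacking PAFAH2 protein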
PREPL inhibitor = PREPL enzyme inhibitors, primary screen, biochemical, fluorescence polarization. Prolyl endopeptidase-like (Homo sapiens), Q4J6C6. recombinant PREPL, fluorescence polarization activity-based probe. inhibition, % at 5.96 µM. 320,000 compounds, 0.68% hits. AID 2751, 2010; in the data active = inhibition above about 43%;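 note: 0% = enzyme with DMSO and 100% = wells lacking enzyme; many of its hits are not listed in these tables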
PAD4 FP inh = human PAD4 inhibitors, primary screen, biochemical, fluorescence polarization, 1536-well format. Protein-arginine deiminase type-4 (Homo sapiens), Q9UM07. recombinant PAD4, RCA probe fluorescence polarization. inhibition, % at 6.36 µM. 330,000 compounds, 0.41% hits;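 active = percent inhibition above a cutoff equal to the mean of all tested compounds plus 3 SD, cut at about 15% in these data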;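 note: 0% = PAD4 with RCA probe and DMSO and 100% = probe without PAD4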
Target sequence (Q9UM07 whole entry, looked up): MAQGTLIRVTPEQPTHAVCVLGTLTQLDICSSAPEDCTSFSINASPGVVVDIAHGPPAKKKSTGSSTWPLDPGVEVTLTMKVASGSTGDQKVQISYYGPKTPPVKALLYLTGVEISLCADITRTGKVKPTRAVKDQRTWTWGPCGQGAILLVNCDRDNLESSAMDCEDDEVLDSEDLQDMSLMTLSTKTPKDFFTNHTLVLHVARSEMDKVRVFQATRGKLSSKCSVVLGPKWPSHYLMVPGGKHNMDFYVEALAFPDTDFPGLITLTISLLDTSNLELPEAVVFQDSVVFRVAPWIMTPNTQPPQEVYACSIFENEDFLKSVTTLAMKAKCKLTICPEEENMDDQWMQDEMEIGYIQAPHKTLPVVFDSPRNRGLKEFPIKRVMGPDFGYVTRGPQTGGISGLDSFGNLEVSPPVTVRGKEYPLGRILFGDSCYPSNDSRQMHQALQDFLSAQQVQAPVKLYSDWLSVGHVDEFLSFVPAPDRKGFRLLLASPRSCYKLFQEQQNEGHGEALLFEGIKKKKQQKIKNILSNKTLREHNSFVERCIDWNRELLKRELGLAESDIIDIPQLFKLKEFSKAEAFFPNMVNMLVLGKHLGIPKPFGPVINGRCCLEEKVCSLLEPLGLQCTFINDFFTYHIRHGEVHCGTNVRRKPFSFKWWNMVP
GSTO1 inh = inhibitors of recombinant GSTO1, primary screen, counter-screen for RBBP9 inhibitor project, biochemical, fluorescence polarization | Glutathione S-transferase omega-1 (Homo sapiens), P78417 | activity-based probe fluorescence polarization | inhibition, % at 5.96 µM | 300,000 compounds, 1.1% hits | AID 1974, 2009;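 active = inhibition above the campaign mean inhibition plus 3 SD, cut at about 35% in these data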;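 note: 0% = GSTO1-1 with DMSO and 100% = wells lacking GSTO1-1 enzyme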
Active calls of the source: *; · = no result given; & = joins results of further samples; ! = a repeat was not active. This is a subset; count on the stated rates, not on these rows.

SMILES,PAFAH1B3 inh,pPAFAH inh,PAFAH1B2 inh,LYPLA1 counter,LYPLA2 counter,PAFAH2 inh,PREPL inhibitor,PAD4 FP inh,GSTO1 inh
CC(NS(=O)(=O)c1ccc(Br)cc1)C(=O)NCC1CCCO1 (configuration not stated),1,2,4,-2,4,-8,0,0,8
Cc1ccc(C)c(N(C(=O)Cn2nnc3ccccc32)C(C(=O)NC(C)(C)C)c2ccsc2)c1 (configuration not stated),10,4,-2,1,-1,0,6,0,4
Cc1ccc(-n2c(SCC(=O)NCc3ccco3)nnc2-c2cccnc2)c(C)c1,1,-2,3,2,1,-1,3,1,4
CCCn1c(SCC(=O)NCc2ccco2)nnc1C(C)C,9,6,6,-2,1,-5,-2,-4,-3
COc1ccc(OC)c(/C=C/C(=O)N(C)CC(=O)Nc2ccc(N3CCOCC3)cc2)c1,6,3,5,-2,15,-1,8,-10,·
CCCCN(C(=S)Nc1cccc(C)c1C)c1c(N)n(CCC)c(=O)[nH]c1=O,-1,-3,1,-4,-2,-6,6,3,3
COc1cccc(NC(=O)CN(C)C(=O)CNC(=O)c2ccc(Oc3ccccc3)cc2)c1,7,9,-8,-4,-6,-3,-10,1,-3
Cc1cccc(NC(=O)C2CC(=O)n3ncnc3N2)c1 (configuration not stated),·,1,·,2,1,·,3,4,3

Remaining list, next part:
SMILES,PAFAH1B3 inh,pPAFAH inh,PAFAH1B2 inh,LYPLA1 counter,LYPLA2 counter,PAFAH2 inh,PREPL inhibitor,PAD4 FP inh,GSTO1 inh
Nc1cc(Br)c(N)c(Br)c1,3,6,-1,3,7,-2,14,-5,10
Cc1cc(C)cc(NC(=O)C2C3C=CC4(O3)C2C(=O)N(CCCN(C)C)C4C(=O)NC2CCCC(C)C2C)c1 (configuration not stated),4,6,4,1,1,0,3,0,0
Cc1cccc(C(=O)Nc2nnc(Cc3ccccc3)s2)c1,2,7,7,-3,9,1,-4,-3,-2
O=C(Nc1ccccc1)c1ccc(=O)[nH]n1,-2,-1,8,1,1,2,8,0,-8
OCC1(Cc2ccc(F)cc2F)CCCN(CCCc2ccccc2)C1 (configuration not stated),10,4,-1,-1,-3,4,-27,1,2
COc1cc(-n2ccnc2SC)c(Cl)cc1Cl,2,3,4,-2,-3,-2,16,6,4
Nn1c(SCC(=O)Nc2cccnc2Cl)nnc1-c1ccccc1,3,1,-8,-1,1,-1,1,-1,·
CC(=O)NCCCc1nc2ccccc2n1Cc1ccccc1C,0,-3,-2,1,-1,-7,6,1,-3

Next structures follow:
SMILES,PAFAH1B3 inh,pPAFAH inh,PAFAH1B2 inh,LYPLA1 counter,LYPLA2 counter,PAFAH2 inh,PREPL inhibitor,PAD4 FP inh,GSTO1 inh
CN(C)CCCN1c2ccccc2Sc2ccc(Cl)cc21,4&8,2&13,2&-11,2&-4,6&-3,-1&4,45*!,-1&0,2&0
CC1CCCCC1NC(=O)CCn1c(=O)sc2ccccc21 (configuration not stated),8,23,4,1,1,29,5,-3,6
Cc1cc(C)nc(N/N=C/c2ccccc2OCC(=O)O)n1,8,5,4,4,11,8,2,-2,1
CS(=O)(=O)N(CC(=O)N1CCCCCC1)c1cccc(F)c1,1,6,2,0,-1,1,-4,1,-6
Cc1ccc(NC(=O)CCNS(=O)(=O)c2ccc3c(c2)CCC(=O)N3)cc1,8,2,3,2,0,-6,1,-1,3
C=CC[C@H](CC(=O)NCCO)C(=O)N[C@H](C)COC(=O)[C@@H](CC=C)Cc1ccc(F)cc1,-3,0,9,·,·,5,3,0,·
C=CCNc1nc2ccccc2nc1NS(=O)(=O)c1ccc(Br)cc1,4,8,0,0,0,5,5,1,-3
C[C@H](CO)N1C[C@H](C)[C@@H](CN(C)C(=O)Nc2ccc(C(F)(F)F)cc2)Oc2ccc(NC(=O)Nc3ccccc3)cc2C1=O,-12,-7,-6,·,·,-29,23,-5,·

Part of the list above in order of molecular weight, falling.
SMILES,PAFAH1B3 inh,pPAFAH inh,PAFAH1B2 inh,LYPLA1 counter,LYPLA2 counter,PAFAH2 inh,PREPL inhibitor,PAD4 FP inh,GSTO1 inh
C=CC[C@H](CC(=O)NCCO)C(=O)N[C@H](C)COC(=O)[C@@H](CC=C)Cc1ccc(F)cc1,-3,0,9,·,·,5,3,0,·
C=CCNc1nc2ccccc2nc1NS(=O)(=O)c1ccc(Br)cc1,4,8,0,0,0,5,5,1,-3
Cc1ccc(NC(=O)CCNS(=O)(=O)c2ccc3c(c2)CCC(=O)N3)cc1,8,2,3,2,0,-6,1,-1,3
OCC1(Cc2ccc(F)cc2F)CCCN(CCCc2ccccc2)C1 (configuration not stated),10,4,-1,-1,-3,4,-27,1,2
CS(=O)(=O)N(CC(=O)N1CCCCCC1)c1cccc(F)c1,1,6,2,0,-1,1,-4,1,-6
CN(C)CCCN1c2ccccc2Sc2ccc(Cl)cc21,4&8,2&13,2&-11,2&-4,6&-3,-1&4,45*!,-1&0,2&0
CC1CCCCC1NC(=O)CCn1c(=O)sc2ccccc21 (configuration not stated),8,23,4,1,1,29,5,-3,6
Cc1cc(C)nc(N/N=C/c2ccccc2OCC(=O)O)n1,8,5,4,4,11,8,2,-2,1
COc1cc(-n2ccnc2SC)c(Cl)cc1Cl,2,3,4,-2,-3,-2,16,6,4

(listing goes on)
SMILES,PAFAH1B3 inh,pPAFAH inh,PAFAH1B2 inh,LYPLA1 counter,LYPLA2 counter,PAFAH2 inh,PREPL inhibitor,PAD4 FP inh,GSTO1 inh
Cc1ccc(OCC(=O)Nc2ccc(N3CCN(S(C)(=O)=O)CC3)cc2)c(C)c1,8,-1,1,1,6,2,16,-1,-1
O=C(CCC(=O)Nc1ccc(F)cc1)N/N=C/c1ccc(F)cc1,8,1,11,-2,3,-2,13,-1,5
CCOC(=O)c1ccc(N2C(=O)C(CC(N)=O)N(CCc3ccc(OC)c(OC)c3)C2=S)cc1 (configuration not stated),5,-5,3,-1,6,6,9,6,1
O=C(COC(=O)Cn1nnc(-c2ccccc2)n1)Nc1cc(F)ccc1F,2,4,2,·,·,0,5,0,·
CCOC(=O)c1cnc2c(Cl)cc(Cl)cc2c1NCCCN1CCOCC1,7,-1,-2,6,4,-2,1,1,1
O=S(=O)(c1cccs1)N1CCN(c2ccc(O)cc2)CC1,11,-2,5,1,7,4,-1,3,20
CCN(C(=O)c1cc2c(=O)n3cccc(C)c3nc2n1CCCOC)C1CCCCC1,-4,4,1,-4,-4,4,27,3,-7
CCCN(CC(=O)Nc1ccccc1C)C(=O)CCNC(=O)c1ccccc1Cl,3,-1,-4,6,5,11,15,1,8

(listing goes on)
SMILES,PAFAH1B3 inh,pPAFAH inh,PAFAH1B2 inh,LYPLA1 counter,LYPLA2 counter,PAFAH2 inh,PREPL inhibitor,PAD4 FP inh,GSTO1 inh
CCOC(=O)c1ccc(NCc2ccc(N(C)C)cc2)cc1,0,9,0,2,0,2,19,-1,1
COc1ccc2oc(=O)c(C(=O)N3CCN(c4ccccc4)CC3)cc2c1,17,0,8,2,-3,2,1,2,10
CCCCC(=O)Nc1ccc(NCc2ccc(C)s2)cc1,6,5,13,-1,4,5,-2,1,9
CC1(C)NC(=O)N(CC(O)CN2CCCC2)C1=O (configuration not stated),-2,2,-2,0,-4,-5,0,2,1
N/C(=N\S(=O)(=O)c1cc(C(F)(F)F)cc(C(F)(F)F)c1)c1ccccc1,11,3,3,-2,-2,-1,11,13,5
COc1ccccc1NC(=O)CSc1nc2c(oc3ccccc32)c(=O)n1C,4,1,4,-6,-3,25,-8,0,2
Oc1ccc2ccccc2c1CNn1cnnc1,15,-3,13,-1,-2,4,5,4,0
O[Si](CCCN1CCCCC1)(c1ccc(F)cc1)C1CCCCC1 (configuration not stated),-3,-3,5,1,-1,9,-1,1,7

The list continues.
SMILES,PAFAH1B3 inh,pPAFAH inh,PAFAH1B2 inh,LYPLA1 counter,LYPLA2 counter,PAFAH2 inh,PREPL inhibitor,PAD4 FP inh,GSTO1 inh
OCc1nc2c(ccc3ccccc32)[nH]1,15,3,3,3,3,14,-1,-1,4
NNC(=O)c1sc2cc(C(F)(F)F)cnc2c1-c1cccs1,·,3,·,-4,-3,·,-8,0,-6
CCN(C(=O)COC(=O)c1cc([N+](=O)[O-])ccc1N1CCOCC1)C1CCS(=O)(=O)C1 (configuration not stated),2,0,6,0,-2,6,-2,2,3
O=C(NCCO)N1c2ccccc2Sc2ccccc21,2,6,-1,1,6,0,-6,-1,3
Cc1nn(Cc2ccc(Cl)cc2)c(C)c1NC(=O)c1cc(C(C)C)on1,0,3,2,2,5,1,6,0,-1
COc1cc(CN2CCc3ccccc3C2)cc([N+](=O)[O-])c1O,5,4,4,-2,-2,4,16,-4,7
CCN=C1SC(C(=O)NCCc2ccccc2)CC(=O)N1CC (configuration not stated),-1,3,3,1,8,3,-34,2,0
CC1CCCC1/C(=N/O)c1ccccc1 (configuration not stated),14,4,7,-2,3,-3,-5,-2,-2

Additional entries follow.
SMILES,PAFAH1B3 inh,pPAFAH inh,PAFAH1B2 inh,LYPLA1 counter,LYPLA2 counter,PAFAH2 inh,PREPL inhibitor,PAD4 FP inh,GSTO1 inh
O=C(CC(c1ccccc1)c1ccccc1)N1CCN(c2ccccn2)CC1,10,9,1,1,1,0,34,-5,6
S=C(NCC1CCCO1)Nc1ccc(Nc2ccccc2)cc1 (configuration not stated),9,4,4,3,16,9,21,1,0
COc1ccccc1CN(CC(=O)NCc1ccc(F)cc1)C(=O)c1csnn1,6,4,0,2,6,5,-1,0,-1
CCOC(=O)c1cncc(C#CCO)c1,-6,3,0,1,-1,-5,-4,-5,-4
O=C(Cn1nc(-c2nn(CC(=O)c3ccccc3)c3[n+]2CCCCC3)[n+]2c1CCCCC2)c1ccccc1,·,5,·,-2,-2,·,39,-3,9
O=C(Nc1ccc(F)cc1)Nc1ccc(N2CCCC2)c(S(=O)(=O)Nc2ccccc2Cl)c1,-7,25*,-6,-25,-2,-24,22,-11,-38
CCN1CCN(C(=O)c2sc3nc(C)nc(N4CCC(C)CC4)c3c2C)CC1,1,4,3,1,2,1,2,-3,3
C/C(N)=C(/C#N)C(=O)CSc1ccccc1F,2,6,5,5,2,3,4,-4,0
COC(=O)c1c(-c2ccc(C)cc2)csc1NC(=S)NC(=O)c1cc(OC)cc(OC)c1,3,-7,-4,-9,-22,-5,-5,3,-4
CC(=O)NCC(=O)NC1CC(C)(C)Cc2c1cnn2-c1ccccc1 (configuration not stated),4,-7,4,-2,-3,-3,-17,0,7
COc1ccc(NC(=O)NC2(C(=O)N3CCN4CCCC4C3)CCCCC2)cc1 (configuration not stated),8,2,10,1,1,10,4,-2,5
